KKLEB tox: CF airway cell cytotoxicity counter-screen. KKLEB CF airway cells viability, ATPlite luminescence, overnight; hits give low values; cells stimulated with P. aeruginosa culture filtrate. activity change (cytotoxicity), % at 5 µM. 360,000 compounds, 0.36% hits. AID 602141;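 active = corrected activity change at or below -50% at 5 µM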
iPSC survival up: hiPSC single-cell survival enhancement | ATPlite luminescence; 100% = ROCK inhibitor wells, 0% = DMSO | survival enhancement, % at 20 µM | 360,000 compounds, 0.044% hits | AID 602274; in the data active = survival enhancement above about 18%;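 also: cells exposed to compounds for 16 hours before the ATP read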
Peg3 promoter: inhibitors of Peg3 promoter; HeLa PEG-Prom luciferase reporter, luminescence, overnight; inhibition, % at 20 µM; 360,000 compounds, 1.7% hits; AID 588405;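 active = inhibition of at least 50% at 20 µM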
aDG glyco up: increases alpha dystroglycan glycosylation | Pro5-aDG cells, alpha-DG glycosylation AlphaScreen (IIH6); 0% Pro5, 100% B10-LARGE cell signal | activation, % at 10 µM | 360,000 compounds, 0.22% hits | AID 624168;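 active = activation of at least 8% versus controls, or a plate z-score of at least 8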;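 also: Pro5 are CHO cells carrying HIG-tagged alpha-DG that lacks glycosylation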
NR2E3 ag-1: human photoreceptor-specific nuclear receptor agonism; Q9Y5X4; CHO-S Gal4-NCOR/VP16-NR2E3 two-hybrid, luciferase; inhibition of corepressor binding, % at 3.98 µM; 360,000 compounds, 0.35% hits; AID 602229;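 active = inhibition above the mean of all tested compounds plus 3 SD, cut at about 70% in these data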;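 also: 0% = DMSO with NR2E3 transfected cells and 100% = cells lacking NR2E3 construct; higher means lower luciferase signal from less NR2E3 corepressor binding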
Target sequence (Q9Y5X4 whole entry, looked up, the tested form may be a part): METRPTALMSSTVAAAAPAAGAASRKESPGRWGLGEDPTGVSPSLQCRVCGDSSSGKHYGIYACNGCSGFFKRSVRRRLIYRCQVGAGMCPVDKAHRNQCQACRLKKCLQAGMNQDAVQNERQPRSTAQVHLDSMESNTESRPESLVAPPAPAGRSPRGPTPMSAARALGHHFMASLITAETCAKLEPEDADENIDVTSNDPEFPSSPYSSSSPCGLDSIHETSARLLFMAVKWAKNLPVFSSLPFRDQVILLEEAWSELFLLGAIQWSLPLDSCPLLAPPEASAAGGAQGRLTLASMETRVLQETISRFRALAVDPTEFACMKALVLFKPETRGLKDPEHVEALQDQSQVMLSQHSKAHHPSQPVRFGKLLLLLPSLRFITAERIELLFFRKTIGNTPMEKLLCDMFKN
HIF-2a block: inhibitors of HIF-2a | 360,000 compounds, 0.72% hits | 786-0 RCC cells HIF-2a reporter, luciferase luminescence, overnight | inhibition, % at 18.8 µM | AID 624352;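 active = inhibition of the luminescence signal of 40% or more relative to plate controls, in a single-dose primary screen at 18.75 µM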
MITF TRPM1 inh: inhibitors of MITF-driven TRPM1 promoter in melanoma cells; AID 488899; SK-MEL-5 TRPM1 promoter luciferase, 24 h; 330,000 compounds, 0.83% hits; inhibition, % at 12.5 µM;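 active = mean inhibition across replicates of 60% or more, whatever share of single replicates reaches that level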; also: values of inactives mirror those of a sister screen read the other way
TWEAK-Fn14 inh: blocks TWEAK-Fn14 interaction in a reporter cell assay | TWEAK-stimulated Fn14 reporter cells, luciferase luminescence, 8 h | inhibition, % at 10 µM | 360,000 compounds, 2% hits | AID 1159606; in the data active = inhibition above about 50%
CF NFkB block: inhibitors of cystic fibrosis induced NF-kB. KKLEB NF-kB-GFP reporter, PAF-induced, GFP fluorescence overnight. inhibition, % at 5 µM. 360,000 compounds, 0.86% hits. AID 588850;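 active = at least 50% inhibition at 5 µM, scaled per plate between neutral and stimulator controls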;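 also: PAF is a Pseudomonas aeruginosa culture filtrate used as stimulus; plate controls were PAF-stimulated DMSO wells for no effect and unstimulated DMSO wells for full effect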
Shn3 3UTR inh: Schnurri-3 reporter inhibition in Clone20 osteoblasts. inhibition, % at 12.5 µM. Clone20 osteoblast Shn3 3'UTR firefly luciferase, 24 h. 360,000 compounds, 0.52% hits;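 active = mean inhibition of at least 75% with every replicate also reaching 75%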;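 also: 0% = median of neutral control wells and 100% = pilot-screen positive control compound; some compounds past the cut are filed as inactive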
NR2E3 ag-2: activates human photoreceptor nuclear receptor NR2E3 | Q9Y5X4 | AID 2300 | inhibition of corepressor binding, % at 4.78 µM | 320,000 compounds, 0.12% hits | GST-NR2E3/biotin-RetCOR TR-FRET, 1536-well;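 active = percent inhibition above the cutoff of mean plus 3 SD of all tested compounds, set per screening campaign, cut at about 20% in these data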;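 also: 0% = DMSO wells and 100% = biotin wells as full block of FRET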
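system = GST-tagged NR2E3 plus biotinylated RetCOR corepressor | input = 1.35 nM GST-NR2E3 | also added = 7 nM biotin-RetCOR | schedule = 5 h incubation at 4 °C | measured by = TR-FRET with europium anti-GST and streptavidin-D2, 340 nm excitation | read-out = percent loss of FRET ratio relative to control wells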
An asterisk follows results filed as active; nt = no result given.

cpd	structure	CF NFkB block	iPSC survival up	MITF TRPM1 inh	NR2E3 ag-1	NR2E3 ag-2	Shn3 3UTR inh	KKLEB tox	Peg3 promoter	aDG glyco up	TWEAK-Fn14 inh	HIF-2a block
1	Cc1ccc(-n2nc3c(=O)n(CCCC(=O)NCc4cccc(F)c4)nc(C)c3c2C)cc1	16	-0.5	17	52	-1	1	-1	8	0.0	1	5
2	CN(CCc1ccccc1)C(=O)c1cccc(NC(=O)Cc2cccc(NC(=O)C3CCN(C(=O)C4CC4)CC3)c2)c1	-2	-0.1	1	-26	nt	1	3	2	-0.1	-15	-10
3	Cc1cc(C(=O)N(C)CC(=O)Nc2ccccc2C(F)(F)F)c(C)o1	3	4.6	-1	-13	-2	-27	-14	-9	0.0	11	3
4	CN(C)CCNC(=S)Nc1cccc(Cl)c1	0	-1.9	1	-24	-1	2	17	2	-0.1	17	27
5	CN(CCO)c1nc2c(c(=O)n(Cc3ccc(Cl)cc3)c(=O)n2C)n1C	2	0.4	3	-17	4	-18	3	6	-0.1	7	17
6	CCN1C(=O)[C@@H]2[C@@H](c3ccc(-c4ccc(C(C)=O)cc4)c(OC)c3)N3CCCC[C@@]3(C(=O)OC)[C@@H]2C1=O	-28	-3.2	0	-2	2	10	10	14	0.3	6	13
7	O=C(NNC(=S)NC1CCCCC1)c1ccccc1O	4	5.0	2	-20	-3	-6	-3	-67	0.1	7	-120
8	N#CC1=C(N)Nc2nc3ccccc3n2C1c1ccc(Cl)cc1 (centres undefined)	-16	0.2	-2	-32	-1	-6	-24	-61	2.0	0	-167
9	C=CCOC(=O)C1=C[C@H](C(C)(C)C)[C@@H](CCCO)[C@H](OCC)O1	13	-4.3	2	15	3	18	-18	8	0.0	3	-1
10	COc1ccccc1NS(=O)(=O)c1cccc(C(=O)NCC(c2cccs2)N2CCOCC2)c1 (centres undefined)	-11	0.9	3	-24	1	8	2	8	-0.1	10	12
11	CC(=O)c1ccc(N2CCN(CC(=O)Nc3ccc4c(c3)OCCO4)CC2)cc1	6	-0.3	1	5	3	6	10	4	-0.1	-9	22
12	Cc1ccc(C)c(OCCC(=O)N(C)CC(=O)Nc2c(C)cccc2C)c1	15	0.1	9	-13	3	19	7	12	0.0	-14	4
13	COC(=O)C1Cc2c([nH]c3ccccc23)C(C(C)C)N1 (centres undefined)	-5	-0.2	12	-30	0	4	6	-1	0.1	5	13
14	CC(=O)Nc1ccnc(-c2cccnc2)n1	9	3.7	5	-20	3	11	2	0	0.0	-21	1
15	O=C(c1cc2cc(Cl)ccc2[nH]1)N1CCc2ccccc2C1	14	-0.3	-4	-1	-5	-24	-1	-42	0.1	-9	-43
16	NCCCCC(C(=O)O)N(C(=O)OCc1ccccc1)C(=O)OCc1ccccc1 (centres undefined)	1	0.7	nt	12	nt	-4	-4	6	-0.1	6	3
17	CCOc1ncccc1C(=O)Nc1cc(S(=O)(=O)N2CCOCC2)ccc1N1CCCC1	-13	0.3	9	29	1	5	-8	4	-0.5	0	10
18	CCC1(C)CC2(CCCN(CCC(=O)c3ccccc3)C2)CCO1 (centres undefined)	9	-1.0	-1	-10	-1	-1	-7	-4	1.1	0	2
19	CCCCCCC(=O)Oc1cccc(C2=CC(=O)CC(C)(C)C2=O)c1	-12	-0.9	nt	5	nt	13	2	5	1.6	-15	11
20	CC(=O)c1ccc(NC(=S)N2CCCC(C(F)(F)F)C2)cc1 (centres undefined)	-27	-0.3	-7	-21	-5	-2	-8	1	0.0	-8	-1
21	CCC1SC(=Nc2cccc(C)c2)NC1=O (centres undefined)	-4	-0.5	-16	-3	7	-21	-5	-1	-0.2	2	-11
22	CC[n+]1c(/C=C/c2cc([N+](=O)[O-])ccc2O)ccc2ccccc21	-6	0.9	-13	-18	5	-26	3	-33	0.7	-12	-33
23	CC1CCc2nc3sc4c(c3c(N)c2C1)CCCC4 (centres undefined)	-9	1.3	-57	-57	-2	-52	-3	-214	1.5	-67	-228
24	COc1ccc(-c2cc(NC=O)c3ncc(-c4ccccc4)n3c2)cc1OC	16	0.5	nt	-13	nt	1	-16	49	0.0	-19	-16
25	Cc1ccc(-c2c[n+]3c(n2-c2ccccc2)CCC3)cc1	-11	0.2	48	0	3	91*	-15	35	-0.1	-4	8
26	COc1cc(CC(=O)N/N=C/c2ccc([N+](=O)[O-])cc2)c([N+](=O)[O-])cc1OC	-13	0.6	0	-7	-1	2	2	16	-0.1	-7	17
27	COc1ccc(N2CCN(C(=O)CC34CC5CC(CC(C5)C3)C4)CC2)c([N+](=O)[O-])c1	-9	0.3	2	-2	4	31	0	27	-0.3	16	32
28	COc1cccc(NC(=O)CN(C)C(=O)c2ccccc2-c2nc3ccccc3s2)c1	12	-0.1	-10	-29	0	2	4	11	-0.1	-24	4
29	Cc1cc(C(=O)COc2ncnc3sccc23)c(C)n1C	-13	0.4	-51	-53	1	-44	15	-160	0.2	-17	-159
30	CCn1cc(C(=O)N2CCN(c3ccccn3)CC2)c(=O)c2cc(S(=O)(=O)N3CCC(C)CC3)ccc21	-4	0.5	6	-16	-1	9	19	0	0.0	2	9
31	COc1cccc(CCc2nc3ccccc3c(=O)n2N)c1	-9	-0.5	-22	-34	1	19	-2	-89	0.2	-12	-155
32	CCCN(C(=O)c1cc(S(=O)(=O)N(C)c2ccc(OCC)cc2)ccc1C)C1CCS(=O)(=O)C1 (centres undefined)	9	-2.1	-6	-35	1	12	2	8	0.0	7	12
33	Cc1ccc(-c2cc(C(=O)Nc3cc(C)on3)c3ccccc3n2)cc1	-17	-1.5	2	5	-4	-11	5	-3	0.0	1	10
34	N#Cc1ccc(C23CC4(C2)[C@H](CN(P(=O)(c2ccccc2)c2ccccc2)[C@@H]4c2ccccc2)C3c2ccc(Cl)nc2)cc1 (some centres undefined)	49	-3.2	23	-33	0	-20	-16	19	-0.2	25	1
35	O=[N+]([O-])c1cccc(-n2cccc2/C=N/Nc2nc(N3CCCCC3)nc(N3CCCCC3)n2)c1	1	0.7	12	-14	-3	31	3	9	-0.3	0	7
36	CCCCOc1ccc(S(=O)(=O)Nc2cc(OC)ccc2OC)cc1	8	-1.0	8	32	3	62	-4	38	1.4	2	14
37	CC(/C=C1\SC(=O)N(CC(=O)Nc2cccc(O)c2)C1=O)=C\c1ccccc1	-20	-2.7	6	17	0	-13	9	-14	-0.1	13	12
38	CCCCCn1c(Sc2nc3ccccc3s2)nc2c1c(=O)[nH]c(=O)n2C	1	1.3	4	-9	-2	39	-9	25	0.1	23	3
39	COCCn1c(SCC(=O)NC(=O)NC(C)C)nc2ccccc21	12	0.6	-8	-19	2	0	-7	9	0.3	-26	7
40	CCCCc1cc(=O)oc2c(CN(CC)CC)c(O)c(Cl)cc12	-4	3.1	-2	12	7	7	6	10	-0.4	25	24
41	CN(CCO)C(=O)c1cccc2c1-c1ccccc1C2=O	-4	0.4	-9	-6	0	-27	14	-1	0.0	11	9
42	Cc1cc(-c2csc(NC(=O)c3ccc(C#N)cc3)n2)c(C)n1Cc1ccccc1	-8	-0.8	15	-19	-1	9	5	6	0.8	6	11
43	CN(CC(=O)NCCN1CCN(Cc2ccccc2)CC1)S(=O)(=O)c1cccc2nsnc12	-7	0.6	2	4	3	14	0	10	-0.4	-2	9
44	O=C(O)c1ccc(NC(=O)C2C3CCC(O3)C2C(=O)O)cc1 (centres undefined)	13	-0.6	-4	-21	-1	4	-3	6	0.0	7	14
45	CNC(=S)N(CCc1c(C)[nH]c2ccccc12)Cc1ccco1	16	4.0	15	-3	0	54	-6	9	0.9	2	16
46	CCOC(=O)c1cc2c(ccn2-c2ccc(F)cc2)n1CC(=O)N1CCN(C(=O)c2ccco2)CC1	22	-2.1	2	-42	-1	-1	4	0	0.0	-10	1
47	COc1ccc(NC(=O)C2Cc3c(-c4ccc(NC(C)=O)cc4)ccnc3O2)cn1 (centres undefined)	-1	-0.6	nt	-11	nt	7	-5	16	-0.2	-5	9
48	O=C(N/C(=C/c1ccc2c(c1)OCO2)C(=O)N1CCOCC1)c1cccs1	3	-2.4	6	-17	-3	10	-16	2	-0.1	-10	10
49	CC1=CC(C)(C)N(C(=O)CN2C(=O)c3ccccc3C2=O)c2ccccc21	26	-1.7	-4	-15	0	-21	-8	-3	0.1	0	-18
50	C[C@@H](O)c1nc2ccccc2n1N	-3	0.8	14	3	-1	-4	-13	13	0.2	3	16
51	O=C(CCNC(=O)c1ccccc1Cl)NC1=NCCS1	10	1.2	5	-1	1	1	-1	3	0.0	-6	12
52	Cc1cc(O)c(C)c(O)c1/C=N/NC(=O)c1cccnc1	-4	-0.3	17	-23	1	30	-2	47	0.2	-8	22
53	Fc1ccc(C2=CSC3=NCCN23)cc1	0	-0.4	20	7	-14	4	4	-4	-0.2	5	0

An excerpt from above with just iPSC survival up:
#	mol	iPSC survival up
35	O=[N+]([O-])c1cccc(-n2cccc2/C=N/Nc2nc(N3CCCCC3)nc(N3CCCCC3)n2)c1	0.7
36	CCCCOc1ccc(S(=O)(=O)Nc2cc(OC)ccc2OC)cc1	-1.0

Screens from PubChem.
